Bioassay records as filed in PubChem BioAssay.
PRMT1 FP inh – blocks human protein arginine methyltransferase 1; hit rate 1.3% among 370,000; recombinant PRMT1, activity-based probe fluorescence polarization; inhibition, % at 2.79 µM;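 active = inhibition above about 21% made by adding two undisclosed values, limit read from the data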
mABHD4 FP – inhibits mouse alpha/beta hydrolase domain 4; Q8VD66; purified mABHD4, FP-Rh probe fluorescence polarization; inhibition, % at 8.92 µM; hit rate 0.54% among 370,000; AID 720543;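 active = inhibition exceeding the mean over every tested compound plus 3 SD, cut at about 30% in these data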;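 note: 0% = plate median of compound wells and 100% = S159A mutant with DMSO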
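System: mouse ABHD4 enzyme, wild type / Medium: HEPES pH 7.0, NaCl, Pluronic buffer / Reagent: FP-Rh activity-based fluorescent probe / Control set: S159A mutant high control, sample median low control / Detection: fluorescence polarization with parallel and perpendicular emission, 525/598 nm / Schedule: 45 min + 60 min at 25 °C / Compound dosing: 8.92 µM, single dose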
UHRF1 MBD2 ctr – human UHRF1 methylated DNA binding inhibitors. inhibition, % at 4.4 µM. Q96T88. hit rate 0.75% among 370,000. UHRF1 binding to methylated oligo, TR-FRET; in the data active = inhibition above about 21%;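 note: UHRF1 SRA domain binding a hemimethylated CpG hairpin DNA probe; 0% = median of test compound wells and 100% = reference inhibitor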
HTRA1 inh – HTRA1 (human) protease inhibition | recombinant HTRA1, FP-rhodamine activity-based probe, fluorescence polarization | inhibition, % at 5.96 µM | hit rate 0.5% among 340,000; in the data active = inhibition above about 36%;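 note: 0% = enzyme with DMSO and 100% = wells lacking enzyme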
SIAE inh – blocks human sialic acid acetylesterase; Q9HAT2; hit rate 0.69% among 370,000; inhibition, % at 9.66 µM; SIAE FP-Rh probe binding, fluorescence polarization; AID 1053197;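 active = inhibition above a cutoff: mean of compounds within the control limits plus 3 SD of those, cut at about 17% in these data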;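 note: 0% = plate median of compound wells and 100% = probe without SIAE protein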
MBD2 inh – inhibitors of human MBD2 binding to methylated oligonucleotide. inhibition, % at 4.4 µM. AID 686964. TR-FRET. hit rate 0.31% among 370,000. Q9UBB5; in the data active = inhibition above about 13%
GC-A act – GC-A (human) enzyme activation | hit rate 0.14% among 370,000 | activation, % at 10 µM | P16066 | HEK293 GC-A cells, cGMP TR-FRET, EC30 ANP; 0% at EC30 ANP, 100% saturating ANP | AID 1671463; in the data active = activation above about 40%
Target sequence (P16066 whole entry, looked up): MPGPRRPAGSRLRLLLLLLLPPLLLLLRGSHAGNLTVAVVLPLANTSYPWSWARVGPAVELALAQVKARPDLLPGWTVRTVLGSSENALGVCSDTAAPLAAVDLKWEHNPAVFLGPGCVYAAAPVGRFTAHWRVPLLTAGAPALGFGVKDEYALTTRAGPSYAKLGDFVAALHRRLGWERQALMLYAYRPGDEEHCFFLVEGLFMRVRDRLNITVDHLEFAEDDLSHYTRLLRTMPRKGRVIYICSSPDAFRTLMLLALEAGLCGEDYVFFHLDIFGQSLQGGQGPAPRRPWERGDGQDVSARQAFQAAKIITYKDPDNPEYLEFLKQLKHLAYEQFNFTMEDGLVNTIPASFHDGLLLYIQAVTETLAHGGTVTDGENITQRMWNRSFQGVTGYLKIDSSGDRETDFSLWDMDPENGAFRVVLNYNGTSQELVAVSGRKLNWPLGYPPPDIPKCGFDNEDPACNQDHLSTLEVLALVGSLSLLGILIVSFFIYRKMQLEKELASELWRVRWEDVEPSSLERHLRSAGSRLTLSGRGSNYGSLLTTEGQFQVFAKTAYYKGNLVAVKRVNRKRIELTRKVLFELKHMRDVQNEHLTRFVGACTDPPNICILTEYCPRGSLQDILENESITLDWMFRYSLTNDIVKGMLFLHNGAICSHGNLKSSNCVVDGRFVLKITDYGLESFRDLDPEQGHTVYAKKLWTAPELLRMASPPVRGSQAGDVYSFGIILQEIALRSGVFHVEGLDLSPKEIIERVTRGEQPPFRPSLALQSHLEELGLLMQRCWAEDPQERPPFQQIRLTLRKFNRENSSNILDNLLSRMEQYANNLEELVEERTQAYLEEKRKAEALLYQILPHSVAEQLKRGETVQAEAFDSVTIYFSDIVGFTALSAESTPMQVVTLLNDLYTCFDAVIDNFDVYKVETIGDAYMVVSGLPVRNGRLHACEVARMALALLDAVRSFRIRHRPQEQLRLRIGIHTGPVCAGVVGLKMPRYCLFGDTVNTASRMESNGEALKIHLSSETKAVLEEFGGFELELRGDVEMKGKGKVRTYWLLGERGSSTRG
NPR2 activator – GC-B (human) receptor activation | P20594 | HEK293-GC-B cells, CNP EC30, cGMP TR-FRET; 0% at EC30 CNP, 100% saturating CNP | activation, % at 10 µM | hit rate 0.11% among 370,000 | AID 1920062;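 active = activation at 10 µM reaching about 35% in either raw or pattern-adjusted values, limit read from the data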
rCAG binder – r(CAG) repeat RNA binding | inhibition, % at 3 µM | AID 651821 | hit rate 1.3% among 370,000 | TO-PRO-1 dye displacement fluorescence;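 active = inhibition above the plate cutoff, the mean of all test compounds on that plate plus 3 SD, cut at about 35% in these data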;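 note: 0% = DMSO alone and 100% = 100 µM mitoxantrone as full dye displacement; higher means more dye released from RNA so lower well fluorescence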
TCR-CD3 inh – blocks the human TCR-CD3 interaction. inhibition, % at 9.4 µM. TAMRA-labeled TCR probe fluorescence, biochemical. hit rate 0.37% among 360,000. AID 651800; in the data active = inhibition above about 19%;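 note: recombinant mutant TCR 2C K166C tagged with TAMRA read by polarization; 0% = receptor in buffer alone and 100% = receptor with positive control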
Starred values were filed as active, the others as inactive; . = no result given. An excerpt. The share of hits here may be higher or lower than overall.

SMILES	PRMT1 FP inh	mABHD4 FP	UHRF1 MBD2 ctr	HTRA1 inh	SIAE inh	MBD2 inh	GC-A act	NPR2 activator	rCAG binder	TCR-CD3 inh
CC1=C(C(=O)c2ccccc2)C(c2cccc([N+](=O)[O-])c2)NC(=S)N1 (stereo unspecified)	3	1	-1	-17	3	3	4	5	6	-7
CCc1cccc(NC(=O)C(NC(=O)C2CCCCC2)C(C)C)c1 (stereo unspecified)	-3	-4	1	6	-1	1	-3	-5	-2	-3
COc1ccc(CCNC(=O)C2CCCN2S(=O)(=O)c2ccc(F)cc2)cc1OC (stereo unspecified)	-6	-8	0	2	-2	-1	5	0	-4	-1
COc1ccc(NC(=O)Nc2cnccn2)cc1	5	-3	0	-8	-5	5	-3	-8	1	-1
O=C(CCCc1c[nH]c2ccccc12)N1CCN(S(=O)(=O)c2cccs2)CC1	-1	0	2	3	4	-4	2	7	0	-4
NC(=NCCc1ccccc1)NS(=O)(=O)c1cccs1	0	-2	-2	3	5	0	3	5	-1	4
CC1=NN(c2ccccc2)C(=O)C1N=Nc1ccccc1 (stereo unspecified)	4	0	1	-3	1	0	-6	1	2	-4
O=C(NC1(C(F)(F)F)C(=O)Nc2c1c(=O)[nH]c(=O)n2Cc1ccco1)C1CC1 (stereo unspecified)	2	0	2	6	7	-7	1	-1	4	2
C=CCC(NCc1ccccc1)c1ccc(OC)cc1 (stereo unspecified)	1	-2	3	-4	1	0	-41	-11	-6	-9
CCCCc1ccc(NC(=O)c2cnccn2)cc1	-1	-7	2	4	1	-4	-3	2	-6	-9
CCC1CCCCN1C(=S)NC(=O)c1cc(S(=O)(=O)N2CCOCC2)ccc1C (stereo unspecified)	5	8	4	2	-4	-2	2	-2	1	-11
CCc1nc2ccc(C(=O)NC3CCN(Cc4ccccc4)CC3)cn2c1N(C)CCN1CCOCC1	-3	4	1	.	4	-6	1	-1	1	8
CC1=CC(C)(C)N(S(=O)(=O)c2ccc(F)cc2)c2ccccc21	-1	-5	1	-16	-9	2	2	-2	-6	-5
COC(=O)c1ccccc1NC(=O)CN(C)Cc1ccccc1	7	-8	7	-10	-9	12	-3	2	-11	-4
CC/C(O)=C(/C#N)c1nnc2n1CCCCC2	1	6	-3	6	8	4	2	3	1	7
CCN1CCN(c2nc(Nc3cccc(C)c3)nc(N)c2[N+](=O)[O-])CC1	0	1	0	-9	-2	0	0	-6	-5	-1
CCOC(=O)N1CCN(C(=S)NC(=O)c2ccnn2C)CC1	-2	0	3	4	-4	-1	-4	2	-1	4
CCOc1ccc(NS(=O)(=O)c2ccc(C(=O)NCc3ccncc3)cc2)cc1	-1	1	-1	7	2	3	-2	-6	2	4
CCc1ccc(NC(=O)CSc2n[nH]c(=O)n2C2CC2)cc1	3	0	2	4	-7	5	-1	-8	-5	-1
COc1ccc(CN2CCN(C3CCC3)CC2CCO)c(C)c1C (stereo unspecified)	-2	-1	4	0	8	0	0	-2	-2	-14
O=C(CC1C(=O)NCCN1Cc1c(F)cccc1Cl)NC1CCCC1 (stereo unspecified)	-3	1	2	3	0	-3	3	-1	-5	3
CNC(=S)Nc1cc(C)ccc1OC(F)F	3	7	-1	-3	-3	7	3	4	0	0
c1ccc2c(c1)NCCS2	12	5	1	-2	3	2	-2	0	3	4
COc1ccccc1NC(=O)COC(=O)CNC(=O)C1CCCCC1	2	3	5	-4	2	3	-2	1	0	1
COc1cc(CNC23CC4CC(CC(C4)C2)C3)ccc1OCc1ccccc1	5	-15	8	3	-7	6	15	0	3	-2
O=C(CSc1nnc(-c2ccccc2F)o1)NC1CCCCC1	0	0	-2	0	-1	0	3	-4	-4	-7
COc1ccc(CNC(=O)/C=C/c2ccco2)cc1OC	5	7	-4	0	4	0	3	0	-1	2
CC1CN(C(=O)C(C)Sc2nc3ccccc3s2)CC(C)O1 (stereo unspecified)	2	1	0	2	1	1	-1	-4	4	6
CCOC(=O)C1CCN(C(=O)C2(NC(=O)NC3CCCCC3)CCCCC2)CC1	7	-13	7	-9	-6	6	-5	1	-5	-1
CCC(=O)Nc1ccccc1N1CCN(S(C)(=O)=O)CC1	2	-1	-1	2	5	3	0	-1	-1	6
CCCCOc1ccc(C(O)C(CN2CCOCC2)c2ccccc2)cc1 (stereo unspecified)	3	4	-3	-2	-1	1	5	2	-12	6
CCOc1ccc(-c2nnc3sc(-c4ccccc4OC)nn23)cc1	3	-7	2	7	-2	-1	4	-2	0	-9
CCOc1ccc(CCNC(=O)c2nnn(CC(=O)Nc3ccc(OC)c(OC)c3)c2N)cc1OCC	-2	4	-1	-6	-1	0	-3	3	-2	1
CCC(=O)NC(=S)Nc1cccc(-c2nc3ncccc3o2)c1	0	3	5	2	-5	0	3	-7	1	-3
O=C(COC(=O)CCC(=O)c1cccs1)Nc1cccc(S(=O)(=O)N2CCOCC2)c1	4	-5	1	-4	-1	1	-5	4	8	-6
CNC(=O)c1cc(C(=O)c2ccc(Cl)cc2)c[nH]1	2	5	-3	1	4	-6	0	-10	-2	-1
COc1ccccc1NS(=O)(=O)c1cc(C(=O)Nc2ccc(S(=O)(=O)Nc3onc(C)c3C)cc2)ccc1C	2	2	6	4	-13	3	3	3	70*	3
O=C(Nc1nnc(C2CCCCC2)s1)C1CC(=O)N(c2ccccc2)C1 (stereo unspecified)	-2	9	-2	-4	-8	5	2	-1	0	0
Cn1ccnc1C(=O)c1ccccc1Cl	-1	1	0	-3	-1	2	2	3	-2	2
COc1cc(NS(=O)(=O)c2ccc(NC(=S)NC(=O)/C=C/c3ccco3)cc2)ncn1	19	9	45*	-5	-10	7	3	0	57*	11
CC(=O)n1cc(/C=N/NC(=O)c2cccc(O)c2)c2ccccc21	1	-1	-1	1	0	-1	-7	-6	7	-1
Cc1nn(-c2ccccc2)c2sc(C(=O)NC3CCCCCC3)cc12	0	-3	2	.	-7	8	9	-5	11	.
CC(C)CC(=O)NCCCN1CCN(CCCNC(=O)CC(C)C)CC1	-4	-3	0	-3	-2	-2	2	3	-9	-1
COc1ccc(/C=C/C(=O)Nc2cccnc2)cc1OC	3	-2	-4	1	-14	0	0	-2	-4	-5
CCN1CCN(C(=O)c2cc(COc3ccc(C(C)=O)cc3OC)on2)CC1	3	0	-3	-1	4	1	0	3	-2	8
CCNC(=O)COC(=O)CNC(=O)c1cc(Cl)cc([N+](=O)[O-])c1	-1	0	2	-2	6	-1	7	0	2	1
Cc1cc([N+](=O)[O-])ccc1-c1ccc(/C=N/NC(=O)c2ccc(Br)o2)o1	0	2	-2	6	-4	0	0	-3	4	1
O=C(Nc1ccc(C(=O)O)cc1)/C(=C\c1ccc2c(c1)OCO2)NC(=O)c1ccc(Br)cc1	0	-28	1	-13	-6	-3	-2	-3	39*	-2
CCN(CC)S(=O)(=O)c1ccc2oc(C(=O)NC3CC3)c(C)c2c1	0	3	-1	-1	-1	1	5	6	-2	-5
CC(C)C(OC(=O)c1nsc(Cl)c1Cl)C(=O)NCc1ccccc1 (stereo unspecified)	0	-3	0	-4	0	1	-2	1	-3	4
Cc1ccc(C)c(N2CCN(C(=O)c3cc4sccc4n3C)CC2)c1	22*	2	-1	-20	7	-6	-1	0	7	0
Cc1ccccc1CSc1nnc(-c2ccccn2)n1N	0	-2	2	-4	-4	2	0	0	-7	-4
Cc1cccc(NC(=S)N(Cc2ccc(Cl)cc2)Cc2ccc(C(=O)O)cc2)c1	-2	-3	-1	-4	1	-1	-2	1	27	5
CC1Cc2[nH]c(=S)[nH]c(=O)c2C(c2ccc(F)cc2)O1 (stereo unspecified)	0	8	-2	.	2	0	-1	4	1	-10
O=[N+]([O-])c1ccc(S(=O)(=O)NN=Cc2ccc3c(c2)OCO3)cc1	9	-10	1	6	-2	6	1	6	4	-3
O=c1cc(-c2ccccc2)nc(SCc2ccccc2)[nH]1	1	1	1	-5	-6	-1	0	1	1	-6
O=C(NCCCN1CCOCC1)c1cc(Cl)ccc1OCc1ccccc1	-2	1	2	4	-4	1	-5	-3	-6	5
O=C(COC(=O)c1cc2ccccc2cc1O)NC1CCCCC1	2	-3	1	-8	0	0	-5	-1	5	-1
Cc1cccc(OCc2nc(C)cc(=O)[nH]2)c1	0	0	0	4	2	-9	-8	2	0	12
CC(=O)Nc1ccc(NC(=O)CCCSc2nc3ccccc3[nH]2)cc1	1	-8	2	4	-12	-4	3	-3	4	-5
Following part
SMILES	PRMT1 FP inh	mABHD4 FP	UHRF1 MBD2 ctr	HTRA1 inh	SIAE inh	MBD2 inh	GC-A act	NPR2 activator	rCAG binder	TCR-CD3 inh
Fc1ccc(Cn2ccc(-c3cnc(-c4ccccc4)s3)n2)cc1	-2	-27	-3	-63	-17	1	5	-12	-1	1
COc1ccc(Cn2c(CCC(=O)Nc3ccccc3OC)nc3cccnc32)cc1	-2	-2	-2	1	6	-4	8	-1	-6	8
CCc1ccc2oc(-c3ccc(OC)cc3)cc(=Nc3c(C)n(C)n(-c4ccccc4)c3=O)c2c1	5	2	-1	-30	3	-4	5	9	2	-1
CC(=O)c1c(C)[nH]c(C(=O)COC(=O)COc2ccccc2F)c1C	8	3	1	1	-3	1	7	-6	-1	-9
Cc1cccc(-n2ncc3c2CCCC3NC(=O)c2cccs2)c1C (stereo unspecified)	-4	0	-4	0	-6	2	-3	-4	-1	2
COc1ccc(C(=O)Nc2ccc(C(=O)OCC(=O)c3ccccc3)cc2)cc1	-2	3	-4	-1	-6	-1	2	6	-1	0
COC(=O)c1cccc2c(C(=O)O)cc(-c3ccccc3)nc12	-2	7	-3	4	6	2	0	-1	3	4
Cc1ccc(C)c(C(O)c2ncc(-c3ccc(C(F)(F)F)cc3)[nH]2)c1 (stereo unspecified)	4	-15	0	.	-3	2	2	9	-2	-5
CSc1nc2c(=S)[nH]c(=S)[nH]c2s1	0	11	-2	.	5	-10	0	5	2	0
CN(CC(O)Cn1cnc2c1c(=O)n(C)c(=O)n2C)c1ccccc1 (stereo unspecified)	-6	4	1	6	-1	4	0	-2	-3	6
CCCCNC(=S)NNC(=O)c1ccncc1	-2	-4	-1	-3	11	-2	2	3	-1	12
C[C@H](CO)NC(=O)[C@H](C)[C@@H]1C[C@@]1(C)[C@@H](NC(=O)OCc1ccccc1)c1ccccc1	-1	1	-3	0	6	-7	-1	-1	-9	8
CCOCc1nnc(NC(=O)CCC2CCCCC2)s1	-2	-1	0	-5	-2	3	5	1	-3	2
COc1ccc(OC)c(NS(=O)(=O)c2ccc(NC(=O)C3COc4ccccc4O3)cc2)c1 (stereo unspecified)	-3	-24	-1	-30	-17	-5	-14	-4	8	-3
CC[N+](CC)(CC#Cc1ccccc1)CC#Cc1ccccc1	2	1	-1	0	-5	4	-1	4	-1	5

Four entries picked at random from the list so far:
SMILES	PRMT1 FP inh	mABHD4 FP	UHRF1 MBD2 ctr	HTRA1 inh	SIAE inh	MBD2 inh	GC-A act	NPR2 activator	rCAG binder	TCR-CD3 inh
COc1ccc(OC)c(NS(=O)(=O)c2ccc(NC(=O)C3COc4ccccc4O3)cc2)c1 (stereo unspecified)	-3	-24	-1	-30	-17	-5	-14	-4	8	-3
COc1ccc(C(=O)Nc2ccc(C(=O)OCC(=O)c3ccccc3)cc2)cc1	-2	3	-4	-1	-6	-1	2	6	-1	0
CC(=O)c1c(C)[nH]c(C(=O)COC(=O)COc2ccccc2F)c1C	8	3	1	1	-3	1	7	-6	-1	-9
CC[N+](CC)(CC#Cc1ccccc1)CC#Cc1ccccc1	2	1	-1	0	-5	4	-1	4	-1	5
